KOR beta-arrestin-1: KOR antagonists, beta-arrestin recruitment, cell-based, luminescence, uHTS (AID 1778) | hit rate 0.091% among 290,000 | KOR beta-arrestin recruitment, luminescence, antagonist mode; higher % means a stronger effect | inhibition, % at 10 µM; hits with a dose series show IC50 in µM; note: strong numbers were not always called active
AID2073: disruptors of CaV2.2 binding to Mint1 – biochemical, HTRF (AID 2073); HTRF protein-protein interaction, Mint1-CaV2.2; higher % means a stronger effect; one-dose inhibition, % at 20 µM; IC50 in µM for titrated hits; hit rate 0.19% among 290,000; in the data active = inhibition mostly above about 51%, no sharp cut-off; note: some results filed as inactive read as strong as hits
NOD1 inhibition: NOD1 signaling inhibitors, primary screen, cell-based, luminescence, uHTS (AID 1578) | hit rate 1% among 290,000 | NOD1-driven NF-kB luciferase reporter cells, luminescence; higher % means a stronger effect | inhibition, % at 4 µM; hits with a dose series show EC50 in µM; in the data active = inhibition mostly above about 36%, no sharp cut-off; inactive = mostly below about 34%;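 note: HEK-293T reporter cells stimulated with the NOD1 agonist gamma-tri-DAP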
P. falciparum M17LAP: P. falciparum M17LAP inhibitors, primary screen, biochemical, fluorogenic H-Leu-NHMec substrate, 1536-well (AID 1619) | inhibition, % at 30 µM, or IC50 in µM where a hit was titrated | recombinant M17LAP, H-Leu-NHMec fluorogenic kinetic assay; higher % means a stronger effect | hit rate 0.38% among 220,000;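 active = compound inhibiting the enzyme by more than half at any dose during confirmatory dose-response retesting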;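 note: plate controls were full reaction with DMSO carrier for no effect and no enzyme background for full effect; strong numbers were not always called active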
HEK293 NOD2/NF-kB: NOD2 signaling inhibitors, cell-based, luminescence, uHTS, HEK293 (AID 1566); hit rate 0.63% among 290,000; HEK293 NOD2/NF-kB luciferase reporter, luminescence; higher % means a stronger effect; inhibition, % at 4 µM, or EC50 in µM where a hit was titrated; note: many of its hits are not listed in these tables
M1AAP inhibition: malaria alanyl aminopeptidase activity blockers – biochemical, fluorogenic H-Leu-NHMec substrate, 1536-well (AID 1445); recombinant M1AAP, H-Leu-NHMec fluorogenic kinetic assay; higher % means a stronger effect; one-dose inhibition, % at 30 µM; IC50 in µM for titrated hits; hit rate 0.42% among 220,000;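 active = primary inhibition above the hit cutoff, then over 50% inhibition at one or more dose response concentrations, cut at about 23% in these data, passing the limit was not always enough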;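 note: plate controls were DMSO full reaction for no effect and no enzyme background for full effect; strong numbers were not always called active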
KOR beta-arrestin-2: kappa opioid receptor activators – cell-based, luminescence, uHTS, primary screen (AID 1777). KOR beta-arrestin recruitment, luminescence; higher % means a stronger effect. one-dose activation, % at 10 µM; EC50 in µM for titrated hits. hit rate 0.02% among 280,000; in the data active = activation above about 50%, passing the limit was not always enough; note: a part of the inactive calls stands beside numbers as strong as those of hits
Dynein transport: dynein cargo transport inhibition; z-score, hits read low; AID 1381; 3617.4 mouse cells, GR-EGFP nuclear translocation imaging; test concentration mostly 20 µM; stimulated with dexamethasone, 1 µM; hits give low values; hit rate 0.47% among 220,000;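 active = plate z-score of nuclear minus cytoplasmic receptor signal below a set negative limit, without overly bright fluorescence or cell loss, cut at about -3.5 in these data, passing the limit was not always enough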;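 note: z-score of nuclear minus cytoplasmic ring GR-EGFP intensity difference per well; some compounds called inactive have numbers as strong as hits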
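Buffer or medium: tetracycline-free induction medium containing charcoal-stripped FBS / Reagent: dexamethasone agonist, 1.0 µM final, for 30 min / Technique: automated 10x imaging of fixed Hoechst-stained cells / Times: induction 48 h, compound 1 h, agonist 30 min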
GPR55 activation: GPR55 agonists via beta-arrestin recruitment, primary screen, imaging, U2OS cells, beta-arrestin-GFP redistribution (AID 1961); U2OS GPR55 beta-arrestin-GFP redistribution imaging; higher % means a stronger effect; activation, % at 10 µM, or EC50 in µM where a hit was titrated; hit rate 0.048% among 290,000;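 active = activation above 40% with more than 50 cells counted in the well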;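 note: U2OS osteosarcoma cells stably expressing GPR55 and beta-arrestin-GFP; plate controls were DMSO negative control for no effect and LPI positive control for full effect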
Dynein transport cytoplasmic EGFP: second read-out of Dynein transport, no call of its own (marks repeat the call); z-score; measured here: cytoplasmic GR-EGFP intensity; hits give high values
Dynein transport nuclear GR-EGFP: second read-out of Dynein transport, no call of its own (marks repeat the call); z-score; measured here: nuclear GR-EGFP intensity;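 lower value marks the stronger effect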
Dynein transport cell count: recorded beside Dynein transport, whose call it bears; z-score; measured here: cell count per field
Numbers without * were called inactive; . = no result given; [ ] = remark or other dose. Cut-off read from the data, not from the text of the source, unless noted: active = inhibition above about 50%; inactive = the rest. The list is partial; the hit share may differ from the screen's.

SMILES	KOR beta-arrestin-1	AID2073	NOD1 inhibition	P. falciparum M17LAP	HEK293 NOD2/NF-kB	M1AAP inhibition	KOR beta-arrestin-2	Dynein transport	Dynein transport cytoplasmic EGFP	Dynein transport nuclear GR-EGFP	Dynein transport cell count	GPR55 activation
COCC(=O)N1CCN(c2cccc(C(F)(F)F)c2)CC1	-20%[20 µM]	4%	-12%	3%	17%	-5%	-0.5%	1.6	-0.21	0.53	-0.82	0.2%
Cc1ccc(Cn2cnc3c(cnn3-c3ccc(F)cc3)c2=O)cc1	-5%	32%	27%	9%	30%	-4%	2.2%	-0.26	-0.16	-0.016	0.43	-0.6%
CCOC(=O)CN(C(=O)Cn1nnc2ccccc21)C(C(=O)NCCOC)c1ccccc1C (stereo not drawn)	19%	9%	-2%	2%	-5%	-3%	8.4%	0.48	-0.11	-0.036	-0.19	-0.2%
CCC(C)N(C)C(=O)c1cc2ccccc2c(-c2ccccc2Cl)n1 (stereo not drawn)	-21%	-4%	-40%	0%	2%	2%	1.5%	-0.73	-0.18	-0.24	-0.88	0.6%
O=C(NNC(=S)Nc1ccccc1)c1cccs1	-3%	13%	-58%	-20%	-57%	-5%	-0.3%	-0.72	-0.24	0.28	0.64	-0.1%
Cc1ccc(C)c(NC(=S)N(CCc2nc3cc(C)c(C)cc3[nH]2)Cc2cccnc2)c1	-39%	-24%	0%	5%	6%	5%	1.9%	0.079	-0.2	-0.12	-1	-0.2%
CC(C)(CNC(=O)c1cc(Cl)c(O)c(Cl)c1)N1CCCCC1	1%	4%	-22%	.	-11%	.	-1.4%	.	.	.	.	0.5%
Cc1ncoc1C(=O)N1CCCC(C(=O)c2ccc(-c3ccccc3)c(F)c2)C1 (stereo not drawn)	-25%	-1%	8%	-4%	4%	4%	1.3%	-0.5	-0.27	-0.016	-0.02	0.2%
N/C(=N\OC(=O)Cc1ccc([N+](=O)[O-])cc1)c1ccccn1	-31%	8%	-11%	9%	4%	12%	3.4%	-0.68	-0.27	-0.52	-0.095	-0.5%
Cc1cc2c(cc1C)CSC(c1ccccc1OC(=O)C(C)C)SC2	-6%	-2%	-12%	0%	-31%	6%	-2.7%	1	-0.21	1.2	-0.69	0.7%
Cc1nn(-c2ccccc2)c(C)c1NC(=O)COc1ccc(Cl)cc1Cl	-55%	-1%	56%	-6%	40%	-1%	3.5%	-0.67	-0.27	-0.77	-0.083	-0.3%
O=c1oc(/C=C/c2ccccc2)nc2ccccc12	-1%[20 µM]	3%	-22%	26%	-92%	0%	.	1.7	-0.081	0.73	-1.1	-0.1%
Cc1ccc(-n2c(SCC(=O)Nc3ccc4c(c3)OCO4)nnc2-c2cccs2)cc1	-5%	0%	-45%	4%	7%	-8%	4.6%	-0.088	-0.25	0.2	0.24	-0.1%
Cc1cccc(C2NC(c3cccc(C)c3)C(C)C(=O)C2C)c1 (stereo not drawn)	-18%	2%	-13%	.	-11%	.	-6.2%	.	.	.	.	-0.1%
COC(=O)N1[C@H](C)C=C[C@]1(Cc1ccccc1)C(=O)O	11%	1%	-10%	3%	16%	7%	-2.1%	0.26	-0.3	0.42	0.89	-0.1%
C=CCOc1ccc2ccccc2c1CNc1ncn[nH]1	0%	4%	.	22%	3%	1%	1.3%	-0.95	-0.2	0.034	0.67	-0.1%
COc1ccc(Nc2nc3ccccc3n3nnnc23)cc1	-12%	10%	8%	-7%	10%	-1%	2.5%	0.13	0.024	0.74	0.66	0.3%
Cc1ccc(NC(=S)NCC2CCCO2)cc1C (stereo not drawn)	10%	14%	18%	-4%	2%	-2%	-5.2%	-0.64	-0.24	-0.49	0.073	-0.2%
Cc1[nH]c2ccc(F)cc2c1CCN(Cc1ccco1)C(=S)NC(C)(C)C	10%	-1%	-12%	-1%	-13%	-2%	-1.7%	1.3	-0.27	0.19	-0.55	-0.3%
O=C1Nc2ccc([N+](=O)[O-])cc2OC1CCN1CCOCC1 (stereo not drawn)	-5%	7%	-29%	7%	-13%	5%	-3.8%	-1	-0.27	-0.63	0.6	-0.1%
CCCN1CCN(S(=O)(=O)c2ccc(OC)c(Br)c2)CC1	.	-7%	8%	2%	-31%	2%	-5.2%	-0.15	-0.25	-0.08	-0.061	0.0%
Cc1ccc(Nc2nc(/N=C/NO)n[nH]2)cc1C	-4%	-2%	-3%	5%	-3%	-2%	-4.3%	-0.68	-0.31	-0.25	0.54	-0.5%
Cc1c(C(=O)O)sc2nc(CSc3ncc(C(F)(F)F)cc3Cl)[nH]c(=O)c12	14%	12%	8%	12%	29%	8%	3.3%	-0.33	-0.28	-0.29	1.3	0.9%
O=C(CCn1c(=O)c2sccc2n(CC(=O)OCc2ccccc2)c1=O)NCc1ccccc1	-14%	5%	-41%	-5%	-4%	3%	2.3%	0.25	-0.24	0.26	-0.36	-0.1%
Cc1ccc(Nc2nc3ccccc3c(=O)[nH]2)cc1C	-12%	25%	-24%	3%	-27%	3%	6.2%	-0.7	0.076	-0.29	0.54	-0.3%
Carrying on.
SMILES	KOR beta-arrestin-1	AID2073	NOD1 inhibition	P. falciparum M17LAP	HEK293 NOD2/NF-kB	M1AAP inhibition	KOR beta-arrestin-2	Dynein transport	Dynein transport cytoplasmic EGFP	Dynein transport nuclear GR-EGFP	Dynein transport cell count	GPR55 activation
Nc1nc(NC(=O)Cc2ccccc2)nn1-c1ccccc1	0%	8%	-16%	10%	-1%	2%	0.7%	1.4	0.31	1.8	-1.2	-0.2%
Cc1ccc(NC(=S)Nc2cc(C)on2)cc1	2%	-6%	-10%	0%	-110%	4%	-0.3%	-0.35	-0.19	-0.18	0.67	0.3%
COCC1CCCCN1C(=O)c1ccc(OC)c(OC2CCN(C(C)C)CC2)c1 (stereo not drawn)	-38%	3%	-23%	.	-28%	.	3.3%	.	.	.	.	0.2%
COc1ccc(-c2cc(C(F)(F)F)n3nc(C(=O)N4CCCCC4)cc3n2)cc1	-12%	29%	8%	7%	44%	-1%	5.4%	3	-0.24	1.4	-0.28	-0.1%
COc1ccc(-c2csc(NC(=O)C3CCCO3)n2)cc1 (stereo not drawn)	9%	-16%	-18%	0%	-22%	5%	-0.5%	-0.62	-0.22	-0.4	0.68	-0.1%
COc1ccc(-c2noc(CCC(=O)O)n2)cc1	-44%	0%	24%	-2%	11%	-2%	2.4%	0.14	-0.25	1.1	0.03	-0.2%
Cc1ccccc1-c1nc(C(=O)NCC2CCCO2)cc2c1[nH]c1ccccc12 (stereo not drawn)	-38%[20 µM]	36%	38%	.	7%	.	-1.9%	.	.	.	.	-0.1%
COc1ccc(C)cc1NC(=O)C(c1ccccc1)N1CCNC(=O)C1 (stereo not drawn)	13%	-9%	-14%	8%	16%	-1%	-8.6%	-0.22	-0.047	-0.025	0.98	0.7%
CN(C)C(=O)COc1ccc2c3c(c(=O)oc2c1)CCCC3	-31%[20 µM]	14%	-38%	.	14%	.	1.6%	.	.	.	.	0.0%
CC(=O)NCC1=C(NC(C)=O)C2CC1C(C)(C)C2C (stereo not drawn)	-18%	-4%	-15%	10%	-3%	-1%	-2.5%	0.44	-0.26	0.34	0.13	0.0%
CC(=O)c1ccc(OCc2cc(C(=O)N(C)C3CCOC3)no2)cc1 (stereo not drawn)	8%	5%	-18%	.	-69%	.	-5.6%	.	.	.	.	0.4%
O=C1N/C(=C/c2cccn2-c2ccc(F)cc2)C(=O)N1Cc1ccccc1F	4%	24%	-15%	-3%	19%	-1%	6.5%	-0.3	-0.31	-0.51	-0.012	-0.4%

5 of the entries above in order of their number in Dynein transport, descending.
SMILES	KOR beta-arrestin-1	AID2073	NOD1 inhibition	P. falciparum M17LAP	HEK293 NOD2/NF-kB	M1AAP inhibition	KOR beta-arrestin-2	Dynein transport	Dynein transport cytoplasmic EGFP	Dynein transport nuclear GR-EGFP	Dynein transport cell count	GPR55 activation
O=c1oc(/C=C/c2ccccc2)nc2ccccc12	-1%[20 µM]	3%	-22%	26%	-92%	0%	.	1.7	-0.081	0.73	-1.1	-0.1%
Cc1[nH]c2ccc(F)cc2c1CCN(Cc1ccco1)C(=S)NC(C)(C)C	10%	-1%	-12%	-1%	-13%	-2%	-1.7%	1.3	-0.27	0.19	-0.55	-0.3%
Cc1cc2c(cc1C)CSC(c1ccccc1OC(=O)C(C)C)SC2	-6%	-2%	-12%	0%	-31%	6%	-2.7%	1	-0.21	1.2	-0.69	0.7%
Cc1c(C(=O)O)sc2nc(CSc3ncc(C(F)(F)F)cc3Cl)[nH]c(=O)c12	14%	12%	8%	12%	29%	8%	3.3%	-0.33	-0.28	-0.29	1.3	0.9%
CCC(C)N(C)C(=O)c1cc2ccccc2c(-c2ccccc2Cl)n1 (stereo not drawn)	-21%	-4%	-40%	0%	2%	2%	1.5%	-0.73	-0.18	-0.24	-0.88	0.6%

From PubChem BioAssay
